KB-V1 cytotox: KB-V1 MDR subline cytotoxicity | actives 3.4% (n = 400,000) | KB-V1 MDR cells viability, CellTiter-Glo, 72 h | Potency, µM (top dose mostly 46.1 µM), without a hit: at the top dose activity change, negative = cytotoxicity, usual class: cytotoxic | AID 1347076; further: on the % scale 0 is the no-effect control and ±100 the full control effect; nearly all actives have a fitted effect of over 60% in size
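Drug-selected KB-V1 cells, grown in DMEM lacking phenol red with 10% FBS, receive compound titrations; after three days at 37 degrees C, surviving cell ATP is quantified by CellTiter-Glo luminescence and responses normalized and curve-fitted.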
HT1080NT lethal: kills 2HG-producing HT-1080-NT fibrosarcoma cells; HT-1080-NT fibrosarcoma viability, CellTiter-Glo ATP luminescence, 48 h; actives 1.6% (n = 360,000); Potency, µM (doses to about 46.1 µM), inactives show at the highest dose activity, negative = less viability, hits mostly cytotoxic;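 further: NT is the 2HG producing partner of a matched IDH1 knockdown line; 0% = DMSO-treated cells and -100% = media-only wells without cells; nearly all actives have a fitted effect of over 55% in size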
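Toxicity toward the 2HG-producing NT line was scored as %Activity, normalised to DMSO and no-cell wells, from CellTiter-Glo luminescence after 48 hours' treatment.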
HEK293 tox: cytotoxicity counter-screen for GLP-1 receptor inverse agonists. HEK293 cAMP-luciferase reporter cells, luminescence, 24 h. Potency, µM (highest dose often 38.3 µM), without a hit: at the top dose activity change, negative = inhibition, most hits filed as inhibitors. actives 0.13% (n = 410,000);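 further: loss of luciferase light is scored as toxicity; on the % scale 0 is the no-effect control and ±100 the full control effect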
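Step one: seed cells (200 cells/uL, DMEM with 10% Nu serum, 1% pen-strep). Step two: 12-hour incubation at 37 deg C. Step three: pin 23 nL compound, incubate 24 hr. Step four: add luciferase reagent, read luminescence 12 min later.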
GLP1R inv ag: acts as inverse agonist at human GLP-1 receptor. P43220. HEK293 GLP-1R CRE-luciferase, luminescence, 24 h; GLP-1R form is constitutively active. Potency, µM (highest dose often 38.3 µM), for inactives: at the top dose activity change, negative = inhibition, hits mostly inhibitors. actives 1.6% (n = 410,000). AID 624417; further: on the % scale 0 is the no-effect control and ±100 the full control effect; nearly all actives have a fitted effect of over 55% in size
Target sequence (P43220 whole entry, looked up): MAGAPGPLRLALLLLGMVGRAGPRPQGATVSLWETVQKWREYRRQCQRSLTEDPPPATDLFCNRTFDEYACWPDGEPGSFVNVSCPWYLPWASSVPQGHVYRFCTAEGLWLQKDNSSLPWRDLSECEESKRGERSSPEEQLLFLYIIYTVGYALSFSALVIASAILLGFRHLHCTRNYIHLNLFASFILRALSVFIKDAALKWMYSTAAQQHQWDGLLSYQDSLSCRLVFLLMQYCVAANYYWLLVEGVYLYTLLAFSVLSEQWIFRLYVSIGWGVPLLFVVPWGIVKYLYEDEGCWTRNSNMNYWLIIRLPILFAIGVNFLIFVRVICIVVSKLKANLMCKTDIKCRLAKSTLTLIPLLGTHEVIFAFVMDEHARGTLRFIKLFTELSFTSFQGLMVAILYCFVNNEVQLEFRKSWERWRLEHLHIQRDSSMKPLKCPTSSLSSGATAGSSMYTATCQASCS
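GLP-1R inverse agonism mode: basal reporter luminescence in engineered HEK293 cells measured after one day of compound exposure at 37 deg C, with a 12 min room-temperature detection step.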
GLP1R ag: GLP-1 receptor (human) agonism; P43220; HEK293 GLP-1R CRE-luciferase, luminescence, 4-6 h; cells express a hypersensitive GLP-1R form; Potency, µM (highest dose often 45.6 µM), inactives show top-dose activation, hits mostly activators; actives 0.007% (n = 380,000); AID 624172; further: % of control where 0% means no effect
TDP43 rescue: TDP-43 toxicity inhibition in yeast; AID 652104; actives 1.8% (n = 410,000); Potency, µM (doses to about 46.1 µM), inactives show at the highest dose growth rescue (activation), most hits filed as activators; TDP-43 expressing yeast growth rescue, BacTiter-Glo, 24 h; further: % of control where 0% means no effect; nearly all actives have a fitted effect of over 50% in size
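Yeast expressing TDP-43 (pregrown in raffinose, seeded at OD600=0.02 in galactose medium) exposed to compounds 24 hr at 30 deg C. Growth read by BacTiter-Glo luminescence; rescue of toxicity appears as increased signal.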
KB-3-1 tox: KB-3-1 parental cell cytotoxicity | AID 1347075 | KB-3-1 viability, CellTiter-Glo ATP luminescence, 72 h | actives 1.4% (n = 400,000) | Potency, µM (top dose mostly 46.1 µM), without a hit: at the highest dose activity change, negative = cytotoxic, hits mostly cytotoxic; further: on the % scale 0 is the no-effect control and ±100 the full control effect; nearly all actives have a fitted effect of over 60% in size
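Cytotoxicity in the drug-sensitive parental line KB-3-1 was scored as loss of CellTiter-Glo luminescence following 72 h incubation with compound. Values come from curve fitting of normalized concentration-response data.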
SW480 rerep: inducers of DNA re-replication in SW480 colon cancer cells. SW480 DNA re-replication, Hoechst DNA content imaging, 48 h. Potency, µM (top dose mostly 46.1 µM), for inactives: at the highest dose re-replication activation, usual class: activators. actives 1.8% (n = 340,000); further: % of control where 0% means no effect; nearly all actives have a fitted effect of over 55% in size
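SW480 cells exposed to compounds for 48 hr at 37 C, 5% CO2, then Hoechst-stained 40 min. Nuclear DNA content imaged by fluorescence scanning (405 nm excitation, 500-530 nm emission); re-replication scored as increased high-intensity nuclei.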
HT1080 IDH1KD tx: toxicity to HT-1080 IDH1 knockdown cells (counter line) | HT-1080 IDH1 knockdown viability, ATP luminescence, 48 h | Potency, µM (highest dose often 46.1 µM), for the others: at the highest dose activity, negative = toxicity, usual class: cytotoxic | actives 2% (n = 360,000) | AID 686971;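 further: 0% = DMSO wells and -100% = cell-free medium wells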
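CellTiter-Glo luminescence after 48 h compound exposure at 37 degrees C of IDH1-knockdown HT-1080 cells in 5% FBS RPMI. %Activity scaled between DMSO wells and cell-free media wells, with curves fitted and assigned curve classes.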
The depositor's hits bear a star; u = inconclusive; x = no result given; [ ] = remark or other dose. The call rests on the fitted dose curve; in most records, active means well fitted curve in the direction sought with a large enough effect; inconclusive means small, poorly fitted or top-dose-only effect, or another doubt; inactive means no such curve, though single readings can be large; an effect the other way counts as inactive or inconclusive. Potency means the concentration at half of the fitted maximal effect. Rows are unselected. Share with any hit: about 9.4%.

SMILES	KB-V1 cytotox	HT1080NT lethal	HEK293 tox	GLP1R inv ag	GLP1R ag	TDP43 rescue	KB-3-1 tox	SW480 rerep	HT1080 IDH1KD tx
O=C(NC1CCCCC1)c1ccc(CNc2c(N3CCOCC3)c(=O)c2=O)cc1	-17%	0%	2%	0%	-1%	-7%	-1%	8%	-3%
Cc1cccc(NC(=O)CCCN2C(=S)NC(C)(C)CC2C)c1C (stereo not given)	-29%	21%	11%	8%	7%	24%	16%	-8%	6%
Cc1c(C)c(C)c(C(=O)CCc2cccc(NC(=O)CCC(=O)O)c2)c(C)c1C	11%	-1%	2%	10%	8%	10%	2%	-5%	-6%
CC1CCC2(CC1)NC(=O)N(CC(=O)NCc1ccc(Cl)cc1)C2=O (stereo not given)	-10%	-4%	-8%	u	9%	-8%	7%	3%	-11%
Cc1ccc(NC(=S)NC2CCN(Cc3ccccc3)CC2)cc1	u	8%	3%[1.53 µM]	u	-6%	18%	0%	-2%	9%
COc1cc(C(=O)OCC#N)ccc1OCc1c(C)noc1C	u	u	u	u	8%	0%	u	10µM*	26µM*
Cc1ccc(C)c(S(=O)(=O)Nc2ccccc2C(=O)Nc2cc(C)on2)c1	-19%	u	-4%	0%	-1%	-19%	u	u	u
Cc1cc(C)cc(-n2c(SCC(=O)N3CCC(C)CC3)nc3c([nH]c4ccccc43)c2=O)c1	-30%	x	10%	1%	-4%	20%	0%	x	x
COc1ccc(C(=O)Nc2cc(C)nc3ccccc23)cc1OC	u	-10%	5%	0%	6%	0%	u	1%	-1%
Cc1ccc(NC(=O)Cn2c(=O)n(-c3ccccc3)c(=O)c3ccc(C(=O)NCc4ccc5c(c4)OCO5)cc32)cc1	0%	x	-1%	3%	0%	-7%	-8%	x	x
O=C(Nc1cccc(C(F)(F)F)c1)c1ccc(-c2ccc(F)c(F)c2)c2ccoc12	3%	u	-7%	-4%	4%	9%	0%	x	26%
Cc1nn(C)cc1/C=N/O	23%	-2%[9.24 µM]	1%	19%	-20%	-2%	10%	-4%	-5%
CC(C)(C)c1ccc(S(=O)(=O)Nc2ccccn2)cc1	1%	14%	27%	12%	10%	-17%	11%	-4%	0%
COc1cccc(-n2c(-c3cccc(S(=O)(=O)N(C)C)c3)n[nH]c2=S)c1	-6%	0%	-2%[7.66 µM]	15%[7.66 µM]	-2%	21%	8%	-6%	1%
CCOC(=O)c1ccc(CN(Cc2ccc(Br)cc2)S(=O)(=O)c2cccc(C(F)(F)F)c2)cc1	17%	x	2%	4%	x	5%	4%	x	x
O=C(NNC(=S)NC(=O)c1ccccc1)c1cccc([N+](=O)[O-])c1	-12%	-29%	-7%	-27%	0%	27%	u	3%	u
Cc1noc(C)c1COc1ccccc1C(=O)N1CCN(S(=O)(=O)c2ccccc2Br)CC1	0%	-13%	-23%	-21%	0%	-13%	-2%	u	0%
CC(C)CN(C(=O)c1cccs1)C1CCS(=O)(=O)C1 (stereo not given)	7%	19%	6%	11%	8%	1%	-7%	-119%[inhibitor]	12%
Cc1ccc(C(=O)Nc2nc3ccc(Cl)cc3s2)o1	-27%	-2%	-12%	10%	1%	10%	-4%	u	-7%
O=C(NCc1cccs1)c1csc([C@H]2C[C@H](O)[C@@H](CO)O2)n1	-2%	19%	1%	20%	6%	4%	0%	x	17%
CCOc1ccc(/C=N/OCC(=O)Nc2cc(S(=O)(=O)N3CCOCC3)ccc2OC)cc1	-9%	-3%	5%	15%	4%	0%	10%	0%	0%
COc1ccc(C(=O)C(c2ccccc2)N2CCOCC2)cc1 (stereo not given)	-14%	15%	-9%	-19%	2%	-7%	-10%	-10%	10%
CCc1ccc(S(=O)(=O)NCc2csc(-c3cccnc3)n2)s1	3%	-6%	3%	3%	8%	28%	-1%	1%	-3%
CCCNC(=O)CS(=O)(=O)Cc1nc(-c2ccccc2C)oc1C	-1%	-6%	-15%	-23%	8%	15%	15%	-3%	1%
CCN(Cc1ccncc1)C(=S)NCc1ccccc1	u	1%	-19%	-18%	4%	4%	-4%	4%	2%

Other records.
SMILES	KB-V1 cytotox	HT1080NT lethal	HEK293 tox	GLP1R inv ag	GLP1R ag	TDP43 rescue	KB-3-1 tox	SW480 rerep	HT1080 IDH1KD tx
O=C1CCC(=O)N1OCCOc1ccccc1	u	-22%	2%	-3%	-2%	-8%	-19%	u	16%
O=C(O)C1CC(=O)N(Cc2ccccc2)C1 (stereo not given)	3%	13%	-6%	8%	-8%	9%	-5%	-4%	22%
N#Cc1sc2nc3c(c(-c4cccnc4)c2c1N)CCC3	-20%	6%	2%	75%[activator]	9%	-27%	1%	-4%	1%
CCNc1nc(NCC)nc(OCCOC(C)=O)n1	-3%	-15%	9%	62%[activator]	4%	-12%	1%	1%[9.22 µM]	-4%
COc1ccc(OC)c(S(=O)(=O)NCCc2cn3ccsc3n2)c1	6%	8%	0%	6%	-2%	26%	19%	-11%	10%
COc1ccc(NC(=O)c2cccc(N3C(=O)c4ccc(C(=O)Nc5ccc(OC)c(O)c5)cc4C3=O)c2)cc1O	u	-2%	-9%	-23%	-3%	-11%	14%	0%	4%
Cc1sc2nc(CN3CCCCC3)nc(Cl)c2c1C	-6%	4%	-6%[1.53 µM]	-23%	-19%	7%	-3%	u	1%
O=C(CC1N=C2c3ccccc3N=C(SCc3cccc(F)c3)N2C1=O)NCc1cccs1 (stereo not given)	0%	x	2%	-2%	x	1%	-5%	x	x
COc1cc(C(O)c2nc(-c3cccc(C(=O)O)c3)cs2)ccc1F (stereo not given)	0%	u	4%	31%[activator]	-7%	12%	0%	x	12%
COc1cccc(/C=N/NC(=O)c2nc(-c3ccccc3)cc(-c3ccccc3)n2)c1O	u	u	-1%	25%	-16%	-5%	u	8.2µM*	u
Cc1ccccc1CC1(CO)CCCN(Cc2ccc3c(c2)OCCO3)C1 (stereo not given)	20%	-2%	5%	u	18%	2%	-2%	-48%[inhibitor]	-2%
CC(C)(C)C(=O)Cn1c(=O)n(-c2ccccc2)c(=O)c2c3c(sc21)CCC3	-5%	x	-13%	-25%	x	10%	4%	x	x
COC(=O)c1ccc(NC(=O)CCn2cccc2)cc1	6%	3%	-2%	0%	2%	-6%	0%	-6%	-5%
COc1ccc(CN(C)C(=O)Cc2ccsc2)c(OC)c1OC	u	4%	11%	6%	15%	-13%	0%	4%	6%
Cc1ccc(CNC(=O)c2c(Nc3ccccc3C)sc(C(=O)c3ccc(F)cc3)c2N)cc1	-3%	x	u	u	x	23%	-8%	x	x
Fc1cccc(CN2CCN(Cc3nc(CCc4ccccc4)no3)CC2)c1	-10%	-5%	-30%	u	7%	1%	-16%	-21%	-1%
CCOc1ncccc1C(=O)OCc1ccc(C(=O)OC)cc1	-17%	u	u	7%	11µM*	2%[9.22 µM]	u	7.3µM*	u
CCN1CCN(C(=O)c2nn(C)c3c2CS(=O)(=O)c2ccccc2-3)CC1	16%	u	6%	13%	-2%	13%	12%	u	u
CCCOc1ccc(N/C=C/C(=O)c2ccc(OC)c(OC)c2)cc1	-3%	-15%	-2%	24%	u	6%	-3%	28%	-19%
Cc1ccc(CNC(=O)C2CCN(S(=O)(=O)c3ccc(F)cc3)CC2)cc1	-1%	x	-3%	-10%	x	11%	-16%	x	x
Cc1csc(NC(=O)c2nc3nc(C)cc(C)n3n2)n1	5%	19%	-2%	u	-11%	8%	9%	0%[9.22 µM]	16%
CCCc1c(C)c2c(C)[nH]nc2oc1=O	2%	4%	2%	50%[activator]	11%	0%	-2%	-5%	1%
O=C(Nc1ccc(C(=O)N2CCCCC2)cc1)c1ccc([N+](=O)[O-])cc1	u	7%	2%	11%	-12%	18%	-3%	2%	5%
O=c1c2c3nc4ccccc4nc3n(CC3CCCO3)c2ncn1CCc1ccccc1 (stereo not given)	0%	12%	10%	4%	-12%	14%	-2%	-3%	13%
O=C1CN(C(=O)COc2ccc(Cl)c(Cl)c2)c2ccccc2N1	-7%	1%	3%	u	4%	-15%	14%	6%	-4%

Next section
SMILES	KB-V1 cytotox	HT1080NT lethal	HEK293 tox	GLP1R inv ag	GLP1R ag	TDP43 rescue	KB-3-1 tox	SW480 rerep	HT1080 IDH1KD tx
CCNS(=O)(=O)c1cccc(C(=O)c2c(C)cc3ccccn23)c1	-6%	6%	-22%	0%	18%	24%	2%	2%	6%
O=C(NC1(C(F)(F)F)NC(=O)N(Cc2ccccc2)C1=O)c1cccnc1 (stereo not given)	u	1%	1%	-22%	1%	-18%	-2%	-6%	3%
CC(=O)Nc1ccc(OC(=O)c2ccco2)cc1	0%	5%	0%	9%	-10%	-19%	-14%	1%	-15%
CC(C)NC(=O)c1[nH]nc2c1CCc1ccccc1-2	0%	3%	-18%	u	7%	21%	0%	u	-4%
COc1cc(/C=C/C(=O)Nc2ccc(C)cc2)cc(OC)c1OC	-26%	-4%	-13%	-21%	0%	25%	-1%	-3%	-8%
C[C@@H]1CCCCO[C@H](CN(C)C(=O)Nc2ccc(F)cc2)[C@@H](C)CN([C@H](C)CO)C(=O)c2cc(NC(=O)c3ccccc3)ccc2O1	26%	-4%	1%	u	6%	26%	8%	x	-5%

Structural class: those above containing an NH in an aromatic ring (four)
SMILES	KB-V1 cytotox	HT1080NT lethal	HEK293 tox	GLP1R inv ag	GLP1R ag	TDP43 rescue	KB-3-1 tox	SW480 rerep	HT1080 IDH1KD tx
Cc1cc(C)cc(-n2c(SCC(=O)N3CCC(C)CC3)nc3c([nH]c4ccccc43)c2=O)c1	-30%	x	10%	1%	-4%	20%	0%	x	x
COc1cccc(-n2c(-c3cccc(S(=O)(=O)N(C)C)c3)n[nH]c2=S)c1	-6%	0%	-2%[7.66 µM]	15%[7.66 µM]	-2%	21%	8%	-6%	1%
CCCc1c(C)c2c(C)[nH]nc2oc1=O	2%	4%	2%	50%[activator]	11%	0%	-2%	-5%	1%
CC(C)NC(=O)c1[nH]nc2c1CCc1ccccc1-2	0%	3%	-18%	u	7%	21%	0%	u	-4%
